From PubChem BioAssay
ELG1 genotox: inducers of genotoxicity in HEK293T ELG1-luciferase cells | Potency, µM (series often up to 46 µM), for the others: at the top dose activity change, positive = activation, most hits filed as activators | 330,000 tested, 1.3% active | HEK293T ELG1-luciferase reporter, luminescence, 16 h; note: % of control where 0% means no effect; nearly all actives have a fitted effect of over 60% in size
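Reporter readout depends on ELG1 protein level, which increases with genetic stress. After 16 hr compound exposure at 37 °C, luciferase activity was quantified using ONE-Glo.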
uPA surface inh: inhibitors of cell surface uPA generation | 330,000 tested, 0.31% active | AID 540303 | cell surface uPA generation assay, qHTS | Potency, µM (highest dose often 38.3 µM), for inactives: top-dose activity change, negative = inhibition, actives largely listed as inhibitors; active = well fitted inhibition curve with a large enough effect; inconclusive = small, poorly fitted or top-dose-only effect; inactive = no such curve, though single readings can be large or run the other way; tested in mouse RAW 264.7 cells; note: % is set by controls: 0 for no effect and ±100 for the full control effect; nearly all actives have a fitted effect of over 55% in size
BRCA1 expr up: BRCA1 expression activation; MCF7-BRCA1-FFLuc reporter, luminescence, 48 h; response scale: scaled: vehicle 0%, 10 µM genistein 100%; Potency, µM (highest dose often 46.1 µM), for inactives: at the highest dose activation, most hits filed as activators; 380,000 tested, 1.1% active; AID 624202; note: nearly all actives have a fitted effect of over 80% in size; some results filed as inactive show a strong effect at the top dose
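Quantitative HTS in MCF7 cells stably reporting BRCA1 expression via firefly luciferase. Compound treatment lasts 48 h at 37 °C in phenol-red free MEM. Activation is expressed relative to genistein at 10 microM and DMSO.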
p53 reactivation: re-activators of mutant p53; H1299 p53-A138V BP100-luciferase reporter, luminescence, 24 h; Potency, µM (series often up to 92.2 µM), for the others: at the top dose activity change, positive = activation, hits mostly activators; 320,000 tested, 0.063% active; AID 504706; note: % of control where 0% means no effect; nearly all actives have a fitted effect of over 45% in size
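p53-null H1299 cells stably carrying temperature-sensitive p53-A138V and a BP100-luciferase reporter were pinned with compounds (4-point, 1:5 series) and held 24 hrs at 37 deg C. Luminescence was read 10 min after detection reagent.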
VP16 counter: inhibits Gal4-VP16 luciferase reporter, ROR gamma counter-screen | Drosophila S2 Gal4-VP16 UAS-luciferase, luminescence, 20 h | Potency, µM (top dose mostly 53.6 µM), for the others: at the top dose activity, negative = inhibition, usual class: inhibitors | 310,000 tested, 3.5% active | AID 2546;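 note: Gal4-VP16 expression switched on by copper sulfate through the metallothionein promoter; % is set by controls: 0 for no effect and ±100 for the full control effect; nearly all actives have a fitted effect of over 50% in size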
FLuc counter: firefly luciferase modulation, counter-screen for miR-21 project | P08659 | purified FLuc, Km substrates, luminescence inhibition | Potency, µM (doses to about 57.5 µM), for inactives: at the top dose activity change, negative = inhibition, usual class: inhibitors | 360,000 tested, 6.9% active | AID 588342;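 note: plate controls were vehicle for no effect and reference inhibitor for full effect; nearly all actives have a fitted effect of over 55% in size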
Target sequence (P08659 whole entry, looked up): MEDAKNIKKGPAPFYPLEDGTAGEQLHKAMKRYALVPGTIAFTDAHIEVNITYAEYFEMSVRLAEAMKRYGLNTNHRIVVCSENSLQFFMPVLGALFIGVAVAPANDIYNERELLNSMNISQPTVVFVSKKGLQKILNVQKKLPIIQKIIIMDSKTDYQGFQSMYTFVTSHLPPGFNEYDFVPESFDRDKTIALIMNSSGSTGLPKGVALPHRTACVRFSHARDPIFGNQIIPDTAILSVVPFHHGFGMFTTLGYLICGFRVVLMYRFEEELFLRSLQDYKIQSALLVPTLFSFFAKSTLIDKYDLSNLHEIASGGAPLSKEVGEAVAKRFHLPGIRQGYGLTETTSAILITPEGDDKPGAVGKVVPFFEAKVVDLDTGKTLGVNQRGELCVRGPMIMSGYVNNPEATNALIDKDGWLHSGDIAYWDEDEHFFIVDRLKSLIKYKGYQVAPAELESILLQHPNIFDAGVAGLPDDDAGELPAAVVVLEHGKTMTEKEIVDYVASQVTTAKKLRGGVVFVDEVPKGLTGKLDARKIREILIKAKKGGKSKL
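Purified P. pyralis luciferase, 10 nM final, with Km-level 10 uM D-luciferin and 10 uM ATP in 50 mM Tris acetate pH 7.5, 10 mM Mg acetate, 0.01% Tween-20, 0.05% BSA; 6-point qHTS titration about 60 µM downward; luminescence read.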
Rab9 promoter act: activators of Rab9 promoter. Huh7 Rab9 promoter-luciferase reporter, luminescence, 24 h. Potency, µM (highest dose often 9.22 µM), inactives show top-dose activation, negative = inhibition, usual class: activators. 320,000 tested, 2.8% active. AID 485297; note: % of control where 0% means no effect; nearly all actives have a fitted effect of over 60% in size
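Huh7 cells stably carrying a Rab9 promoter-luciferase reporter, 1500 cells per well in OP-MEM I with 10% FBS, treated with compound 24 hours at 37C. Luciferase activity read by luminescence after 10 minutes with Amplite reagent.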
RORgamma inh: blocks mouse ROR gamma transcriptional activity. Drosophila S2 Gal4-RORgamma UAS-luciferase reporter, 20 h. Potency, µM (highest dose often 53.6 µM), for the others: top-dose activity change, negative = inhibition, usual class: inhibitors. 310,000 tested, 5.4% active. AID 2551; note: % is set by controls: 0 for no effect and ±100 for the full control effect; nearly all actives have a fitted effect of over 60% in size
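Drosophila S2 cells stably expressing Gal4-DBD/mouse RORγ fusion under metallothionein promoter plus UAS-luciferase; compound 1 h, then 700 uM CuSO4 induction for 20 h at ambient temperature; inhibition read as reduced luminescence.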
NPC1 prom act: activates the NPC1 promoter. Huh7 NPC1 promoter luciferase reporter, 24 h. Potency, µM (doses to about 9.22 µM), inactives show at the top dose activation, hits mostly activators. 320,000 tested, 2.4% active. AID 485313;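 note: % of control where 0% means no effect; nearly all actives have a fitted effect of over 60% in size; reporter is driven by a mutant NPC1 promoter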
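Luminescence read-out of NPC1 promoter-driven luciferase in stably transfected Huh7 cells; compounds delivered in DMSO and left 24 h at 37C, 5% CO2, qHTS titration format.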
MBNL1 CUG block: inhibitors of human MBNL1 binding to CUG repeat RNA. Q9NR56. TR-FRET MBNL1-His/biotin-(CUG)12 binding, 665/545 ratio. Potency, µM (highest dose often 57.5 µM), for the others: at the highest dose activity change, negative = inhibition, actives largely listed as inhibitors. 280,000 tested, 0.036% active. AID 2675; active = well fitted inhibition curve with a large enough effect in the signal ratio, with a control signal flat, not every such curve was filed as active; inconclusive = small, poorly fitted or top-dose-only effect, or effect the other way, or a change in a side signal; inactive = no such curve, though single readings can be large or run the other way; the % refers to the signal ratio; note: % is set by controls: 0 for no effect and ±100 for the full control effect
Target sequence (Q9NR56 whole entry, looked up): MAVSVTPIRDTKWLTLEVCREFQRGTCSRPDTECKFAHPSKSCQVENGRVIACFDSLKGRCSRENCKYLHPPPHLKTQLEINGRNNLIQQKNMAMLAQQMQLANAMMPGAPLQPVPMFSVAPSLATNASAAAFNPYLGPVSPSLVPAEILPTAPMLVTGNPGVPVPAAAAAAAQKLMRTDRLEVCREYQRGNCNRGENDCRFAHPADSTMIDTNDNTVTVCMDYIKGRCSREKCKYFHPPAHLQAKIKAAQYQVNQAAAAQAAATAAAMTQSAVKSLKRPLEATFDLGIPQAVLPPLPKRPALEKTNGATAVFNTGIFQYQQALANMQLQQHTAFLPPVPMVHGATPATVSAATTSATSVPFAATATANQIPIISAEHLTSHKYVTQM
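Compound titration spanned 92 nM–58 uM against the MBNL1-His/biotin-(CUG)12 complex. After 60 min at room temperature with 5 nM streptavidin-XL665 and 0.055 ng/ul terbium anti-His, ratiometric 665/545 nm emission (Ex 340 nm) normalized to controls.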
* marks the source's active call; other numbers are inactive results; u = inconclusive; x = no result given; [ ] = another dose, or the depositor's remark. Unless noted, calls come from the whole dose curve; as a rule, active = well fitted curve in the direction sought with a large enough effect; inconclusive = small, poorly fitted or top-dose-only effect, or another doubt; inactive = no such curve, though single readings can be large; an effect the other way counts as inactive or inconclusive. Potency is the fitted concentration of half-maximal effect.

The first two compounds, to show the layout:
Each structure is followed by: ELG1 genotox | uPA surface inh | BRCA1 expr up | p53 reactivation | VP16 counter | FLuc counter | Rab9 promoter act | RORgamma inh | NPC1 prom act | MBNL1 CUG block
COc1ccc(-c2sc3cc4c(cc3c2C#CC2(N)CCCCC2)OCO4)cc1
 : -0.1% | -24.6% | -21.3% | 11.7% | x | u | -2.6% | x | 17.1% | x
COc1ccccc1C(=O)NNC(=O)c1ccc(F)cc1
 : u | 1.8% | 47.5% | u | -15.5% | u | u | 28.7%[10 µM] | 25.8% | x

The listing (from the top)
Each structure is followed by: ELG1 genotox | uPA surface inh | BRCA1 expr up | p53 reactivation | VP16 counter | FLuc counter | Rab9 promoter act | RORgamma inh | NPC1 prom act | MBNL1 CUG block
COc1ccc(-c2sc3cc4c(cc3c2C#CC2(N)CCCCC2)OCO4)cc1
 : -0.1% | -24.6% | -21.3% | 11.7% | x | u | -2.6% | x | 17.1% | x
COc1ccccc1C(=O)NNC(=O)c1ccc(F)cc1
 : u | 1.8% | 47.5% | u | -15.5% | u | u | 28.7%[10 µM] | 25.8% | x
Cc1cccc(NC(=O)c2cc(NC(=O)c3ccccc3)ccc2N2CCCCC2)c1
 : 4.9% | x | 4.0% | -1.1% | -5.8% | -0.4% | 9.6% | -2.8% | -8.2% | 6.2%
O=C(Cc1ccc(Cl)cc1)NN1C(=O)c2ccccc2C1=O
 : 1.1% | 4.6% | -11.8% | 10.0% | 3.1% | -0.3% | 0.3% | -6.5% | 1.1% | 4.7%
O=C1CC(c2ccc(O)c(O)c2)Oc2c1ccc(O)c2O (stereo not given)
 : 2.0% | -12.8% | 6.0% | 7.2% | 1.6% | -12.8% | 10.3% | -14.9% | -1.8% | 3.3%
Cc1ccc(C)c(NC(=O)CN(C)C(=O)c2oc3c(Cl)cccc3c2C)c1
 : x | 3.6% | -25.7% | -7.7% | x | -2.8% | 1.5% | x | -1.4% | x
CCCn1cc(CN2CCCC(CNC(=O)c3ccc(F)cc3)C2)c(C)n1 (stereo not given)
 : -2.0% | -0.1% | 1.1% | -0.4% | -9.8% | -0.2% | -3.7% | 8.9% | -0.3% | 4.7%
O=C(COc1ccccc1C(=O)NCc1ccncc1)Nc1ccc(Br)cc1
 : -1.7% | 6.0% | 0.0% | -2.0% | 0.4% | -17.1% | 7.3% | 22.1% | -0.4% | -4.3%
CC(=O)Nc1ccc(NC(=O)c2ccccc2Nc2ccccc2)cc1
 : 2.2% | -0.7% | 0.7% | 1.5% | -3.7% | -14.5% | 3.3% | -1.4% | -3.3% | -2.0%
O=C(O)/C=C\C(=O)NCc1ccccc1
 : 0.4% | -2.4% | 10.4% | -1.9% | -3.6% | 0.4% | -0.9% | -1.5% | -0.9% | -3.0%

More records:
Labels used below – A = ELG1 genotox; B = uPA surface inh; C = BRCA1 expr up; D = p53 reactivation; E = VP16 counter; F = FLuc counter; G = Rab9 promoter act; H = RORgamma inh; I = NPC1 prom act; J = MBNL1 CUG block
CCn1cc(C(=O)NC(=S)Nc2cccc(O)c2)cn1
  A: 5.5%	B: -5.2%	C: 94.0%	D: 20.9%	E: -4.8%	F: u	G: 19.4%	H: -26.7%	I: 6.1%	J: -8.1%

NC(=O)[C@@H]1CCCNc2c(F)cc([N+](=O)[O-])cc2C(=O)N[C@@H](CO)C(=O)NCC(=O)N1
  A: 1.9%	B: -9.4%	C: 0.0%	D: 6.4%	E: 2.5%	F: 3.6%	G: -5.3%	H: -19.4%	I: -3.9%	J: u

O=C(CN1C(=O)c2cccc3cccc1c23)NCc1ccccn1
  A: 0.8%	B: -2.9%	C: 24.7%	D: 4.1%	E: -5.8%	F: 1.9%	G: -1.0%	H: 18.9%	I: -5.2%	J: u

CCN(CC)S(=O)(=O)c1ccc(NC(=O)[C@@H](NC(=O)c2cc(OC)cc(OC)c2)C(C)C)cc1
  A: -8.3%	B: -2.1%	C: -19.2%	D: 6.8%	E: -10.9%	F: -11.8%	G: -8.4%	H: 14.1%	I: -5.9%	J: 7.8%

O=C(O)Cc1c(-c2ccccc2)c2cc(Br)ccc2[nH]c1=O
  A: 0.7%	B: 3.8%	C: 0.0%	D: 0.5%	E: -0.4%	F: 1.0%	G: -5.8%	H: -1.1%	I: -0.6%	J: -11.3%

CCCC1=C(C(=O)OCC)C(c2cccnc2)n2nc(C)nc2N1 (stereo not given)
  A: 3.3%	B: 1.1%	C: 16.0%	D: 1.3%	E: 4.4%	F: -1.0%	G: -4.4%	H: 8.3%	I: -2.2%	J: 3.9%

O=C(Nc1cccc(S(=O)(=O)N2CCCCC2)c1)c1ccc(N2CCCC2=O)cc1
  A: 1.6%	B: -3.6%	C: -1.5%	D: 4.7%	E: x	F: u	G: -2.9%	H: x	I: 0.9%	J: x

COc1ccc(NC(=O)c2ccc(CNS(=O)(=O)c3cccc(OC)c3)cc2)cc1
  A: -2.4%	B: -6.4%	C: -4.9%	D: -3.4%	E: -11.0%	F: -2.3%	G: 0.3%	H: -27.8%	I: -2.6%	J: -21.2%

C#CCn1c(-c2cccs2)nc2ccccc21
  A: -5.0%	B: -3.4%	C: 54.0%	D: -5.9%	E: -12.2%	F: -2.9%	G: -1.0%	H: -13.4%	I: -5.4%	J: -11.9%

O=C1CCCC2=C1C(c1cccs1)Nc1ccccc1N2 (stereo not given)
  A: 0.2%	B: 2.0%	C: 18.8%	D: -6.5%	E: -12.2%	F: 4.9%	G: -8.0%	H: 3.0%	I: -0.8%	J: -6.7%

CC(C)(C)c1nc2scc(-c3ccc(Cl)cc3)c2c(=O)o1
  A: -4.3%	B: 2.7%	C: 36.6%	D: 0.5%	E: 6.5%	F: 1.3%	G: -1.2%	H: -20.4%	I: -0.7%	J: 2.5%

Some of these compounds in order of molecular weight, descending:
Labels used below – A = ELG1 genotox; B = uPA surface inh; C = BRCA1 expr up; D = p53 reactivation; E = VP16 counter; F = FLuc counter; G = Rab9 promoter act; H = RORgamma inh; I = NPC1 prom act; J = MBNL1 CUG block
Cc1cccc(NC(=O)c2cc(NC(=O)c3ccccc3)ccc2N2CCCCC2)c1
  A: 4.9%	B: x	C: 4.0%	D: -1.1%	E: -5.8%	F: -0.4%	G: 9.6%	H: -2.8%	I: -8.2%	J: 6.2%

COc1ccc(-c2sc3cc4c(cc3c2C#CC2(N)CCCCC2)OCO4)cc1
  A: -0.1%	B: -24.6%	C: -21.3%	D: 11.7%	E: x	F: u	G: -2.6%	H: x	I: 17.1%	J: x

Cc1ccc(C)c(NC(=O)CN(C)C(=O)c2oc3c(Cl)cccc3c2C)c1
  A: x	B: 3.6%	C: -25.7%	D: -7.7%	E: x	F: -2.8%	G: 1.5%	H: x	I: -1.4%	J: x

CCCn1cc(CN2CCCC(CNC(=O)c3ccc(F)cc3)C2)c(C)n1 (stereo not given)
  A: -2.0%	B: -0.1%	C: 1.1%	D: -0.4%	E: -9.8%	F: -0.2%	G: -3.7%	H: 8.9%	I: -0.3%	J: 4.7%

CC(C)(C)c1nc2scc(-c3ccc(Cl)cc3)c2c(=O)o1
  A: -4.3%	B: 2.7%	C: 36.6%	D: 0.5%	E: 6.5%	F: 1.3%	G: -1.2%	H: -20.4%	I: -0.7%	J: 2.5%

O=C1CCCC2=C1C(c1cccs1)Nc1ccccc1N2 (stereo not given)
  A: 0.2%	B: 2.0%	C: 18.8%	D: -6.5%	E: -12.2%	F: 4.9%	G: -8.0%	H: 3.0%	I: -0.8%	J: -6.7%

CCn1cc(C(=O)NC(=S)Nc2cccc(O)c2)cn1
  A: 5.5%	B: -5.2%	C: 94.0%	D: 20.9%	E: -4.8%	F: u	G: 19.4%	H: -26.7%	I: 6.1%	J: -8.1%

COc1ccccc1C(=O)NNC(=O)c1ccc(F)cc1
  A: u	B: 1.8%	C: 47.5%	D: u	E: -15.5%	F: u	G: u	H: 28.7%[10 µM]	I: 25.8%	J: x

C#CCn1c(-c2cccs2)nc2ccccc21
  A: -5.0%	B: -3.4%	C: 54.0%	D: -5.9%	E: -12.2%	F: -2.9%	G: -1.0%	H: -13.4%	I: -5.4%	J: -11.9%

O=C(O)/C=C\C(=O)NCc1ccccc1
  A: 0.4%	B: -2.4%	C: 10.4%	D: -1.9%	E: -3.6%	F: 0.4%	G: -0.9%	H: -1.5%	I: -0.9%	J: -3.0%
